Compound activity deposited in PubChem BioAssay by several laboratories.
PostGolgi yeast: growth inhibition of a yeast mutant, post-Golgi transport screen; inhibition, % at 10 µM; AID 739; post-Golgi transport phenotypic cell assay; 98,000 tested, 0.9% active;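 further: yeast cells grown in 1536-well plates; yeast grown about 18 h at 30C before absorbance read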
S1P2 blocker: S1P2 (human) receptor antagonism; inhibition, % at 5 µM; cell-based S1P2 antagonist assay, inhibition at 5 uM; 97,000 tested, 0.21% active; in the data active means inhibition above about 45%;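 further: CRE beta-lactamase reporter cells expressing human S1P2 stimulated with S1P; 0% = agonist at EC80 alone and 100% = agonist plus reference antagonist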
PostGolgi ctrl: growth of the yeast control strain, post-Golgi counter-screen | inhibition, % at 10 µM | efflux-deficient yeast background strain, growth absorbance A615, 16 h | 98,000 tested, 5% active | AID 738
CYP2C19 inhib: inhibitors of human CYP2C19 | P33261 | CYP2C19 Supersomes, luciferin-H EGE luminescence, 30 min | inhibition, % at 5 µM | 96,000 tested, 21% active | AID 778;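 active means CYP2C19 inhibition above a set limit at 5 µM in the primary screen, cut at about 50% in these data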;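 further: plate controls were negative control wells for no effect and 2.5 mM tranylcypromine positive control for full effect; values of inactives mirror those of a sister screen read the other way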
Target sequence (P33261 whole entry, looked up): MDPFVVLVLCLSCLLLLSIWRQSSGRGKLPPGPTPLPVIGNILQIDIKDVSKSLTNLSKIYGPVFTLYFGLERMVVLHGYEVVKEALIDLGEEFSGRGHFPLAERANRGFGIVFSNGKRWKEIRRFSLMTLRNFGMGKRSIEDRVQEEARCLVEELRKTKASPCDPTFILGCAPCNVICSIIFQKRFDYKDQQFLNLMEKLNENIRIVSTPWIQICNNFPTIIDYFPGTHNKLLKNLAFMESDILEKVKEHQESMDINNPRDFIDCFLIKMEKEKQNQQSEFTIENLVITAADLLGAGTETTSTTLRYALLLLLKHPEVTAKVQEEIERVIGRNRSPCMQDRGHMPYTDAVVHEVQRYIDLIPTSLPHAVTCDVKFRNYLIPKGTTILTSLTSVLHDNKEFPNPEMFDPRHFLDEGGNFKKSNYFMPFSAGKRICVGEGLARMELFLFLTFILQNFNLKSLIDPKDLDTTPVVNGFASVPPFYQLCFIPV
sEH inhibitor: soluble epoxide hydrolase (human) inhibition. P34913. recombinant human sEH enzymatic activity assay. inhibition, % at 2 µM. 91,000 tested, 0.34% active; in the data active means inhibition above about 80%; further: values of inactives mirror those of a sister screen read the other way; many of its hits are not listed in these tables
CYP2C19 activ: cytochrome P450 2C19 (human) activation | AID 1025 | recombinant CYP2C19, luciferin-H EGE luminescence; stronger effect = higher value; 0 = fully inhibited enzyme, 1 = untreated enzyme | activation factor at 5 µM | 96,000 tested, under 10 active;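 active means activation factor of at least 2 at 5 µM in the primary screen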;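 further: 0 = wells with 2.5 mM tranylcypromine and 1 = vehicle-only wells; values of inactives mirror those of a sister screen read the other way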
S1P2 ag: S1P2 (human) receptor agonism | S1P2-expressing cell line, agonist reporter read-out | AID 729 | O95136 | activation, % at 4.5 µM | 97,000 tested, 0.46% active; in the data active means activation above about 16%;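 further: 0% = vehicle low control and 100% = maximal reference agonist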
sEH activator: increases human soluble epoxide hydrolase activity; 91,000 tested, 0.04% active; activation, % at 2 µM; P34913; purified human sEH enzymatic activity, activator screen; in the data active means activation above about 37%; further: values of inactives mirror those of a sister screen read the other way
hDAT+cocaine: modulates human dopamine transporter uptake under cocaine; Q01959; LLC-PK1 hDAT cells, [14C]-dopamine uptake with cocaine IC80; actives deviate in either direction; B-score at 10 µM; 110,000 tested, 1.3% active;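 active means Z score or B-score, a plate-position-corrected score, falls beyond the plate's 99.7% confidence bounds, in either direction; inactive means both scores lie inside the 99.7% bounds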;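 further: scored against the spread of the other compound wells on the same plate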
Target sequence (Q01959 whole entry, looked up): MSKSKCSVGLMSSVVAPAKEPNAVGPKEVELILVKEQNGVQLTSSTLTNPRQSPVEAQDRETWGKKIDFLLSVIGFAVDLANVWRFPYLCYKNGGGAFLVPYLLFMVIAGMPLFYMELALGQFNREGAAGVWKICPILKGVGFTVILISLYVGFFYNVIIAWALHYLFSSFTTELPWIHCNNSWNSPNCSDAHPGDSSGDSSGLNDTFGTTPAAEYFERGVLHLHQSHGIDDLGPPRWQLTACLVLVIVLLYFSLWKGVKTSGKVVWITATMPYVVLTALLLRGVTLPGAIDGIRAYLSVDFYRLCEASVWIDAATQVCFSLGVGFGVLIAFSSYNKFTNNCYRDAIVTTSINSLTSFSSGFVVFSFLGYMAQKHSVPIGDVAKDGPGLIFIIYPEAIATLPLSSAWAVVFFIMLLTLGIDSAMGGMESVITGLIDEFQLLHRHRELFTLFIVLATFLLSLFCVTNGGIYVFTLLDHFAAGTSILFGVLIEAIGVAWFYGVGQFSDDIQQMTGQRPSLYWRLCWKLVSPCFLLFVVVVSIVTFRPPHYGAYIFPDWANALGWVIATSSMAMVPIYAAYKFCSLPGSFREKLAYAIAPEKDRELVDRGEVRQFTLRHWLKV
Starred values were filed as active, the others as inactive; / = not tested or not shown. Unless noted, no stated cut-off is given here; in the data, active means inhibition above about 30%; inactive means the rest.

SMILES	PostGolgi yeast	S1P2 blocker	PostGolgi ctrl	CYP2C19 inhib	sEH inhibitor	CYP2C19 activ	S1P2 ag	sEH activator	hDAT+cocaine
O=C(OCn1nnc2ccccc2c1=O)C1COc2ccccc2O1 (centres undefined)	-3	-16	2	7	-15	0.9	-2	13	-0.76
COc1ccc(-n2nc(C(=O)N3CCCCC3)c3ccccc3c2=O)cc1	1	/	4	-10	/	1.1	/	/	0.083
COc1ccccc1NC(=O)c1oc2ccc(C)cc2c1C	6	1	3	4	-2	1	-8	2	0.14
O=C(NCCOc1ccccc1)c1cc2ccccc2o1	-9	4	20	48	2	0.5	-3	-6	0.58
COc1ccc(N=CC2=C(O)c3ccccc3C2=O)c(OC)c1	7	-26	5	78*	5	0.2	0	-6	-0.3
O=C1CCCCCN1Cc1nnc(SCc2nc3ccccc3s2)n1-c1ccccn1	-1	/	4	22	/	0.8	/	/	-0.41
Cc1cc(C)nc(SCC(=O)NCc2ccco2)n1	-12	-16	8	18	12	0.8	-3	-10	-0.8
O=C1c2oc3ccccc3c(=O)c2C(c2ccccn2)N1Cc1ccccc1 (centres undefined)	-2	-2	6	-6	5	1.1	-10	-3	-0.51
CC(/C=N/n1cnnc1)=C\c1ccccc1	7	0	12	94*	-5	0.1	1	3	-0.38
Cc1ccc(NC(NC(=O)c2ccccn2)C(Cl)(Cl)Cl)cc1 (centres undefined)	1	10	0	42	8	0.6	-3	-6	0.18
CCSc1nc(C)c(CC)c(C)c1C(N)=O	-1	-14	2	-6	-12	1.1	-3	19	-1.7
Cc1cc(OCC(=O)c2ccc(Br)cc2)ccc1N1C(=O)CCC1=O	-8	-16	23	4	4	1	-2	-3	-0.24
Cc1cc2cc(CNC(=O)c3ccc4c(c3)OCO4)ccc2[nH]1	/	-1	/	42	18	0.6	-5	-17	1
O=C(NCc1ccc2c(c1)OCO2)c1cc(-c2ccccc2Cl)on1	-8	21	27	12	13	0.9	-7	-14	0.068
CC(C)(C)OC(=O)NCCc1nnc(SCc2ccccc2Cl)o1	9	-29	11	82*	-8	0.2	-4	8	2.1
COc1cc(C2CC(=O)c3cnc(NC(=O)COc4ccccc4)nc3C2)cc(OC)c1OC (centres undefined)	13	-6	4	15	-9	0.9	-10	8	1.3
Cc1cccc(-c2cc3nc(C)cc(N4CC(C)CC(C)C4)n3n2)c1 (centres undefined)	/	-10	/	/	0	/	-2	3	0.041
O=c1c2c(-c3cccs3)csc2[nH]c(=S)n1-c1ccccc1	-3	-18	1	-2	21	1	-8	-18	-0.46
COc1ccc(OC)c(NC(=O)CN2CCC(C(=O)c3ccc(C)cc3)CC2)c1	-2	-2	35*	30	-1	0.7	-8	0	-0.046
Cn1cccc1C(=S)N1CCOCC1	1	-5	-2	-5	-34	1	-6	27	-0.97
COc1ccc(N2CC(C)Cn3c2nc2c3c(=O)n(CCN3CCOCC3)c(=O)n2C)cc1 (centres undefined)	2	6	5	-7	3	1.1	-8	-5	-0.26
CCn1c(=NC(=O)CSCC(=O)Nc2nccs2)sc2ccccc21	-2	9	27	92*	3	0.1	-2	-1	0.26
O=C(CC1NC(=O)NC1=O)Nc1ccc(Cl)cc1 (centres undefined)	-9	3	10	-16	5	1.2	-4	-5	-0.0074
CC1CCCC(NC(=O)C2CCCN2S(=O)(=O)c2cccc3nsnc23)C1C (centres undefined)	-1	-1	14	87*	-10	0.1	-4	7	0.12
Cc1cc(C)c(S(=O)(=O)c2ccccc2C)c(SCC(C)C)n1	16	12	17	22	10	0.8	-1	-10	0.17
Next part.
SMILES	PostGolgi yeast	S1P2 blocker	PostGolgi ctrl	CYP2C19 inhib	sEH inhibitor	CYP2C19 activ	S1P2 ag	sEH activator	hDAT+cocaine
Fc1cc(F)cc(-c2oncc2-c2nnnn2-c2ccccc2)c1	/	18	/	/	-4	/	-1	1	-0.65
CC(C)c1ccc(NC(=O)C(c2ccccc2)N2CCN(C=O)CC2)cc1 (centres undefined)	6	8	12	-13	-14	1.1	-4	13	1.7
COc1cc2[nH]cc(C(=O)NCc3cccs3)c(=O)c2cc1OC	/	-25	/	/	6	/	-2	-4	0.84
CCOC(=O)CSc1nnc(-c2nnc(SCC(=O)OCC)n2CC)n1CC	9	-12	20	-16	-1	1.2	-8	0	0.046
CC1(C)CC(=O)C=C(NC2CCCCCC2)C1	3	2	6	2	/	1	0	/	0.024
COc1ccc(CNC(=O)C2CCCN(S(=O)(=O)c3cc(C)ccc3OC)C2)cc1 (centres undefined)	-5	20	40*	46	53	0.5	-10	-52	-1.2
CN(C)c1ccc(-n2cc3c(=O)n(C)c(=O)n(C)c3c2)cc1	1	-1	21	46	1	0.5	-7	-2	-0.33
CCn1c(CCNC(=O)c2ccc(OC)c(OC)c2)nc2ccccc21	3	11	3	/	-1	/	-10	4	0.83
N#Cc1c(NC(=O)c2ccc(Cn3cc(Br)cn3)o2)sc2c1CCCCC2	2	15	35*	-7	1	1.1	-1	1	1.9
CSc1nc2ccccc2n1CC(=O)Nc1ccccc1	2	-1	-1	93*	5	0.1	-7	-4	-0.65
Cc1nc2sc(C)c(C)c2c(=O)o1	8	3	2	6	5	0.9	-1	-5	-1.6
O=C(CN1CCN(Cc2ccccc2)C1=O)NCc1cccs1	1	5	6	30	-16	0.7	-3	13	0.53
CCC(=O)/C=C1/Sc2ccccc2N1CC	/	1	/	/	7	/	-6	-7	0.025
COc1ccc2[nH]c(=O)c(CN(C(=O)c3cccnc3)c3ccc(C)cc3)cc2c1	1	-11	-1	10	6	0.9	-4	-8	-0.24
CCOC(=O)C(CC)Sc1nnc2cc(C)c3ccccc3n12 (centres undefined)	/	-8	/	/	6	/	-5	0	0.51
Cc1ccc(S(=O)(=O)CC(=O)N2CCCCCC2)cc1	-5	7	-8	31	-5	0.7	-10	3	-0.31
NS(=O)(=O)c1ccc(CCNc2nc(CN3CCOCC3)nc3sc4c(c23)CCC4)cc1	/	3	/	-4	/	1	-2	/	-0.05
CCC(C)C(NC(=O)OC(C)(C)C)C(=O)NC(Cc1ccccc1)C(=O)OC (centres undefined)	-4	-21	3	8	-6	0.9	-4	6	-0.094
CN(C)CCNC(=O)c1c(O)c2c([nH]c1=O)CCCC2	3	8	-1	3	-4	1	-7	4	-0.46
CCc1nnc(NC(=O)CSc2nnc(-c3ccccc3OC)n2-c2ccc(C)cc2)s1	2	-16	-1	77*	0	0.2	-6	-2	0.094
Cc1nnc(SCC(=O)N2CCCCC2)s1	4	-2	-2	/	0	/	-3	3	-1
CN1C(=O)CC(N2CCN(C(=O)CN3CCCC3)CC2)C1=O (centres undefined)	-2	/	10	-4	/	1	/	/	0.25
O=C(CNS(=O)(=O)c1ccccc1F)Nc1ccc(N2CCOCC2)cc1	3	1	3	27	-12	0.7	-2	14	-0.49
COC(=O)c1ccccc1NC(=O)c1cc(-c2ccc(C)cc2)on1	-4	9	5	8	8	0.9	-3	-10	0.012
C=CCn1c(=O)[nH]c2cc(C(=O)N3CCN(c4ccc(C(C)=O)cc4)CC3)ccc2c1=O	-6	-13	10	18	5	0.8	-5	-6	/

Ordered by value in S1P2 blocker (ascending): some entries from above.
SMILES	S1P2 blocker
COc1ccc(N=CC2=C(O)c3ccccc3C2=O)c(OC)c1	-26
Cc1cc(C)nc(SCC(=O)NCc2ccco2)n1	-16
Cc1ccc(NC(NC(=O)c2ccccn2)C(Cl)(Cl)Cl)cc1 (centres undefined)	10

Next part:
SMILES	PostGolgi yeast	S1P2 blocker	PostGolgi ctrl	CYP2C19 inhib	sEH inhibitor	CYP2C19 activ	S1P2 ag	sEH activator	hDAT+cocaine
O=C(N1CCOCC1)N1CCC(n2nnc3ccccc32)CC1	0	/	3	6	/	0.9	/	/	0.091
CCn1c(SCC(=O)NC2CCCCC2C)nnc1-c1ccc(OC)cc1 (centres undefined)	7	10	10	71*	12	0.3	-2	-13	-0.57
CC(=O)NCCn1c(SCC(=O)NCC2CCCO2)nc2ccccc2c1=O (centres undefined)	1	0	4	/	-4	/	-3	4	0.0042
CC(=O)Nc1ccc(N2C(=O)CC(N3CCN(Cc4ccc5c(c4)OCO5)CC3)C2=O)cc1 (centres undefined)	/	10	/	/	-8	/	-4	10	-0.34
O=C(NCC(=O)N(Cc1ccco1)C(C(=O)NC1CCCC1)c1cccnc1)c1cccs1 (centres undefined)	-3	13	3	17	2	0.8	-6	-3	0.96
COc1ccc(C(=S)N2CCNCC2)cc1	-2	-8	1	5	-8	0.9	-1	6	-0.43
O=C(c1ccc(CS(=O)(=O)c2ccc(Br)cc2)o1)N1CCN(c2ncccn2)CC1	0	13	3	56*	6	0.4	-3	-8	-0.28
COc1ccc(NS(=O)(=O)c2ccc3oc4ccccc4c3c2)cn1	-3	1	47*	96*	-3	0	-9	0	-0.17
O=C(NCc1ccco1)c1cc(-c2cccnc2)nc2ccc(Cl)cc12	-9	-18	11	1	16	1	-6	-14	0.03
Nc1nc(NCc2ccco2)nn1-c1ccccc1	/	-9	/	4	6	1	-3	0	1.3
CNC(=O)c1ccccc1NC(=O)c1ccco1	/	-10	/	/	5	/	-4	-2	0.37
Cc1cc(-c2[nH]nc3c2C(c2ccsc2)C(C#N)=C(N)O3)c(C)s1 (centres undefined)	-8	5	13	84*	-10	0.2	-8	10	-1.8
Cc1cccc(N2CCN(C(=O)c3cccc(N4C(=O)C5CC=CC(C)C5C4=O)c3)CC2)c1C (centres undefined)	-13	3	22	28	8	0.7	-5	-5	0.99
O=C(CCN1C(=O)C2C3C=CC(C3)C2C1=O)NCCc1ccccc1Cl (centres undefined)	9	-4	6	47	41	0.5	-5	-40	-0.13
CC(=O)c1cc(F)c(N2CCN(C(=O)COc3ccc(F)cc3)CC2)cc1C	/	1	/	/	8	/	-1	-11	0.31
COC(=O)c1ccccc1NC(=O)CSCC(=O)Nc1ccc(F)cc1	-9	-1	8	59*	6	0.4	-6	-4	-0.54
COc1ccc(CCNC(=O)COC(=O)c2cnc(C)cn2)cc1OC	5	14	-7	0	-5	1	-6	4	-0.22
O=C1CC(N(C(=O)c2ccco2)c2ccc(F)cc2)C(=O)N1c1ccc(F)cc1 (centres undefined)	-2	-23	5	13	2	0.9	-3	-1	-0.69
CCC(=O)NC(Nc1cc(C)ccn1)(C(F)(F)F)C(F)(F)F	6	10	-11	15	5	0.9	-2	-3	-0.016
c1cc2c(cc1C1=Nn3c(nnc3C3CCCCC3)SC1)OCO2	5	-68	8	9	16	0.9	1	-16	-0.24
N#C/C(=C(/O)CSc1ccccc1C(=O)O)c1nc2ccccc2s1	-12	-8	6	-7	-2	1.1	-4	3	0.23
CC(C)C(c1nnnn1Cc1ccco1)N1CCN(C2CCCC2)CC1 (centres undefined)	-2	4	6	1	/	1	0	/	-0.64
C[C@H](NC(=O)Nc1cccc(C(F)(F)F)c1)C(=O)O	/	5	/	/	-8	/	-6	8	0.46
CCOC(=O)N1CCN(C(c2cccnc2)c2ccc3cccnc3c2O)CC1 (centres undefined)	-2	-5	2	48	5	0.5	-3	-6	-0.047
O=C(N/N=C/c1ccc(OCc2ccccc2)cc1)c1cccs1	7	-4	11	34	32	0.7	-5	-30	-0.65
Cc1nnc(NC(=O)CSc2nnc(CNC(=O)C34CC5CC(CC(C5)C3)C4)n2C2CCCCC2)s1	-3	-15	-7	-9	5	1.1	1	-3	0.11
CN(C(=O)c1cccc(N2C(=O)C3CC=CCC3C2=O)c1)C1CCCCC1 (centres undefined)	10	2	-2	/	/	/	-1	/	0.58

Five structures out of the list, sorted by SMILES length, low to high:
SMILES	PostGolgi yeast	S1P2 blocker	PostGolgi ctrl	CYP2C19 inhib	sEH inhibitor	CYP2C19 activ	S1P2 ag	sEH activator	hDAT+cocaine
O=C(N/N=C/c1ccc(OCc2ccccc2)cc1)c1cccs1	7	-4	11	34	32	0.7	-5	-30	-0.65
C[C@H](NC(=O)Nc1cccc(C(F)(F)F)c1)C(=O)O	/	5	/	/	-8	/	-6	8	0.46
CCn1c(SCC(=O)NC2CCCCC2C)nnc1-c1ccc(OC)cc1 (centres undefined)	7	10	10	71*	12	0.3	-2	-13	-0.57
O=C(NCc1ccco1)c1cc(-c2cccnc2)nc2ccc(Cl)cc12	-9	-18	11	1	16	1	-6	-14	0.03
O=C1CC(N(C(=O)c2ccco2)c2ccc(F)cc2)C(=O)N1c1ccc(F)cc1 (centres undefined)	-2	-23	5	13	2	0.9	-3	-1	-0.69
